HIF-2a inh: HIF-2a reporter inhibitors, primary screen, luminescence, 786-0 RCC cells. 360,000 compounds, 0.72% hits. AID 624352, 2012. inhibition, % at 18.8 µM. 786-0 RCC cells HIF-2a reporter, luciferase luminescence, overnight;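 active means inhibition of the luminescence signal of 40% or more relative to plate controls, in a single-dose primary screen at 18.75 µM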
KKLEB cytotox: cytotoxicity in KKLEB CF airway cells, primary screen, cytotoxicity control for CF NF-kB inhibitor project, cell-based, uHTS, fluorescence assay plates | KKLEB CF airway cells viability, ATPlite luminescence, overnight; hits give low values; cells stimulated with P. aeruginosa culture filtrate | activity change (cytotoxicity), % at 5 µM | 360,000 compounds, 0.36% hits | AID 602141, 2011;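 active means corrected activity change at or below -50% at 5 µM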
TWEAK-Fn14 inh: inhibitors of TWEAK-Fn14 signaling, primary screen, luciferase reporter cells, uHTS | TWEAK-stimulated Fn14 reporter cells, luciferase luminescence, 8 h | inhibition, % at 10 µM | 360,000 compounds, 2% hits | AID 1159606, 2016; in the data active means inhibition above about 50%
Shn3 inh set2: reduction of Shn3 3'UTR firefly luciferase signal, primary screen, Schnurri-3 inhibitor project, cell-based, Clone20 osteoblasts, set 2 | Clone20 osteoblast Shn3 3'UTR firefly luciferase, 24 h | inhibition, % at 12.5 µM | 360,000 compounds, 0.52% hits | AID 588674, 2011;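 active means mean inhibition of at least 75% with every replicate also reaching 75%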;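 further: 0% = median of neutral control wells and 100% = pilot-screen positive control compound; some compounds past the cut are filed as inactive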
TROY signal inh: inhibitors of TROY-driven NF-kB signaling, primary screen, Q293 LMP1-TROYcd cells, NF-kB luciferase, uHTS. 360,000 compounds, 0.98% hits. inhibition, % at 10 µM. Q293 LMP1-TROYcd NF-kB luciferase reporter, 4 h;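 active means compounds whose plate-normalised and pattern-corrected inhibition of the luciferase reporter signal at the single screening dose is 50% or more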
NR2E3 ag-1: NR2E3 agonists in two-hybrid cells, primary screen, cell-based, luminescence, CHO-S, Gal4-NCOR/VP16-NR2E3; Photoreceptor-specific nuclear receptor (Homo sapiens), Q9Y5X4; luciferase; inhibition of corepressor binding, % at 3.98 µM; 360,000 compounds, 0.35% hits; AID 602229, 2012;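 active means inhibition above the mean of all tested compounds plus 3 SD, cut at about 70% in these data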;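 further: 0% = DMSO with NR2E3 transfected cells and 100% = cells lacking NR2E3 construct; higher means lower luciferase signal from less NR2E3 corepressor binding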
Target sequence (Q9Y5X4 whole entry, looked up, the tested form may be a part): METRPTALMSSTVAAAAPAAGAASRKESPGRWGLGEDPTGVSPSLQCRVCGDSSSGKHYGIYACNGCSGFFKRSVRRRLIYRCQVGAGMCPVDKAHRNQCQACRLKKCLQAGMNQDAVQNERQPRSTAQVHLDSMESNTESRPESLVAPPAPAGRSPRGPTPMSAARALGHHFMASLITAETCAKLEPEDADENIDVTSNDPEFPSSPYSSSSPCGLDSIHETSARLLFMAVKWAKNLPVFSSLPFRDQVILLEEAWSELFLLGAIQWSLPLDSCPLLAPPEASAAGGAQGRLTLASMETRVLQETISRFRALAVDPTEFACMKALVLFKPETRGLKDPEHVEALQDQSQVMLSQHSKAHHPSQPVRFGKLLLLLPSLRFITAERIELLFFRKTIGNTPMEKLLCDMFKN
MITF TRPM1 inh: inhibitors of MITF-dependent TRPM1 promoter reporter, primary screen, cell-based, SK-MEL-5, single point, luciferase; SK-MEL-5 TRPM1 promoter luciferase, 24 h; inhibition, % at 12.5 µM; 330,000 compounds, 0.83% hits;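 active means mean inhibition across replicates of 60% or more, whatever share of single replicates reaches that level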; further: values of inactives mirror those of a sister screen read the other way
TRAIL sens C8: viability loss with TRAIL in NB7+C8 cells, primary screen, TRAIL sensitizer project, cell-based, ATPlite luminescence; inhibition (viability loss, TRAIL sensitization), % at 10 µM; 360,000 compounds, 1% hits;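 active means compounds causing at least 50% loss of cell viability in the single-dose screen, relative to plate controls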
Peg3 prom inh: Peg3 promoter-driven luciferase inhibitors, primary screen, cell-based, HeLa, luciferase luminescence | HeLa PEG-Prom luciferase reporter, overnight | inhibition, % at 20 µM | 360,000 compounds, 1.7% hits;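 active means inhibition of at least 50% at 20 µM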
NR2E3 ag-2: inhibitors of NR2E3-RetCOR corepressor binding, primary screen, NR2E3 agonist project, biochemical, TR-FRET, GST-NR2E3, biotin-RetCOR. 320,000 compounds, 0.12% hits. inhibition of corepressor binding, % at 4.78 µM. AID 2300, 2010. Photoreceptor-specific nuclear receptor (Homo sapiens), Q9Y5X4. 1536-well;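 active means percent inhibition above the cutoff of mean plus 3 SD of all tested compounds, set per screening campaign, cut at about 20% in these data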;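 further: 0% = DMSO wells and 100% = biotin wells as full block of FRET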
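System: GST-tagged NR2E3 plus biotinylated RetCOR corepressor; Buffer or medium: pH 7.5 Tris-based buffer; Probe or stimulus: RetCOR corepressor, biotinylated, 7 nM; Doses: compound at 4.8 µM, single dose; Schedule: 5 h incubation at 4 °C; Technique: time-resolved FRET; Evaluation: percent inhibition of TR-FRET ratio; Replication: one well per compound, singlicate testing.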
CF NFkB block: inhibitors of PAF-induced NF-kB signaling, primary screen, cell-based, GFP fluorescence, uHTS | 360,000 compounds, 0.86% hits | AID 588850, 2011 | KKLEB NF-kB-GFP reporter, GFP fluorescence overnight | inhibition, % at 5 µM;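 active means at least 50% inhibition at 5 µM, scaled per plate between neutral and stimulator controls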;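 further: PAF is a Pseudomonas aeruginosa culture filtrate used as stimulus; plate controls were PAF-stimulated DMSO wells for no effect and unstimulated DMSO wells for full effect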
Numbers without * were called inactive; · = not tested or not shown.

(1) CC(=O)c1sc(N)c(C(=O)OC(C)C)c1C
(2) CC(C)OCCCNC(=O)Cc1ccc(Br)cc1
(3) C=CCN(C(=O)CNS(=O)(=O)c1ccccc1)C(C(=O)NCCOC)c1ccncc1 (stereo not given)
(4) Cc1ccccc1CCN(C(=O)Cn1nnc2ccccc21)C(C(=O)NCC1CCCO1)c1nc2ccccc2n1C (stereo not given)
(5) COc1cc(C(C(=O)NC(C)(C)C)N(C(=O)CNC(=O)c2cccs2)c2ccc(C(C)C)cc2)cc(OC)c1OC (stereo not given)
(6) O=C(NCC(=O)N(c1ccccc1)C(C(=O)NC1CCCC1)c1cccnc1)c1cccs1 (stereo not given)
(7) Cn1cc(Cl)c(C(=O)Nc2nc3ccccc3s2)n1
(8) O=C(NNC(=O)c1ccc(NC(=O)c2ccccc2)cc1)Nc1ccccc1
(9) O=C(COc1ccccc1Cl)Nc1ccc2c(c1)OCCO2
(10) CCC1(c2ccc(F)cc2)NC(=O)N(CC(=O)NC2CC2)C1=O (stereo not given)
screen / no.	1	2	3	4	5	6	7	8	9	10
HIF-2a inh	-118	8	3	19	-51	10	-186	-17	-244	0
KKLEB cytotox	-6	-2	-1	-17	5	3	10	8	-33	-8
TWEAK-Fn14 inh	-8	7	-6	-16	14	14	57*	-9	1	8
Shn3 inh set2	-34	-7	13	-12	-6	5	-28	0	-92	-5
TROY signal inh	-18	5	-21	4	8	-2	7	-16	-52	-9
NR2E3 ag-1	-68	-2	2	-14	-23	-1	-180	6	-6	-40
MITF TRPM1 inh	-28	-6	-5	7	15	7	1	3	-55	1
TRAIL sens C8	3	-7	3	-19	-1	5	34	3	18	-5
Peg3 prom inh	-50	8	9	14	-14	6	-96	-1	-332	-11
NR2E3 ag-2	0	3	9	-2	·	3	1	-1	0	-1
CF NFkB block	7	3	-19	-12	-4	12	-34	-6	-1	14

Compound profiles, from the list above. Order of values: HIF-2a inh	KKLEB cytotox	TWEAK-Fn14 inh	Shn3 inh set2	TROY signal inh	NR2E3 ag-1	MITF TRPM1 inh	TRAIL sens C8	Peg3 prom inh	NR2E3 ag-2	CF NFkB block
COc1cc(C(C(=O)NC(C)(C)C)N(C(=O)CNC(=O)c2cccs2)c2ccc(C(C)C)cc2)cc(OC)c1OC (stereo not given) is listed with -51	5	14	-6	8	-23	15	-1	-14	·	-4
CCC1(c2ccc(F)cc2)NC(=O)N(CC(=O)NC2CC2)C1=O (stereo not given) is listed with 0	-8	8	-5	-9	-40	1	-5	-11	-1	14

The listing continues.
(11) Cc1cccc(C2CC(c3ccccc3)Nc3nc(N)nn32)c1 (stereo not given)
(12) COc1ccc(-c2cc(C(F)(F)F)nc(SCC(=O)Nc3sc4c(c3C#N)CCC4)n2)cc1
(13) CCCNC(=O)C1CC(c2ccccc2C(F)(F)F)=NO1 (stereo not given)
(14) COc1ccc(CCC(=O)NCCS(=O)(=O)N2CCN(c3ccccc3OC)CC2)cc1
(15) COc1cc(S(=O)(=O)N(Cc2ccco2)C2CCCC2)ccc1-n1cnnn1
(16) COc1cc(-c2n[nH]c(=S)n2C(C)c2ccccc2)cc(OC)c1OC (stereo not given)
(17) CC(C)c1ccc(NC2CCCN(C(=O)c3ccccc3-c3ncc[nH]3)C2)cc1 (stereo not given)
(18) COc1ccc(-c2nc(C#N)c(NCCc3ccccc3)o2)cc1OC
(19) COc1ccc(S(=O)(=O)CC(O)CN2CCCC2=O)cc1 (stereo not given)
(20) CCOC(=O)c1c(O)cc(C)cc1Nc1ccccc1
screen / no.	11	12	13	14	15	16	17	18	19	20
HIF-2a inh	-19	3	1	16	12	14	5	-203	23	6
KKLEB cytotox	8	-61*	3	-6	-5	-1	-2	-16	4	8
TWEAK-Fn14 inh	-34	-17	2	30	-13	4	-13	-28	-11	12
Shn3 inh set2	13	48	5	16	-91	-10	9	-33	16	16
TROY signal inh	-26	14	-15	20	-4	13	-1	-28	-6	-36
NR2E3 ag-1	-4	-17	-36	0	-34	0	2	-62	-10	-31
MITF TRPM1 inh	4	3	5	-9	-11	2	14	-76	-6	11
TRAIL sens C8	-2	-10	-2	11	5	-4	1	6	-12	1
Peg3 prom inh	-1	11	0	21	8	8	5	-173	-9	13
NR2E3 ag-2	1	3	5	3	4	-2	2	-1	1	1
CF NFkB block	-17	44	22	4	2	-3	2	5	-2	5

(21) COc1ccc2[nH]c(=O)c(CN(C(=O)c3cccnc3)c3cc(C)ccc3C)cc2c1
(22) O=C(NCCCCc1ccccc1)C1CCCC1
(23) Nc1nonc1-n1nnc(C(=O)N/N=C/c2ccncc2)c1CSc1ccccc1
(24) COc1ccc2ccc3c(c2c1)N=CC1(O3)N(C)c2ccccc2C1(C)C (stereo not given)
(25) Cc1sc2nc(CN(C(=O)NCc3ccccc3)C3CCCC3)[nH]c(=O)c2c1C
(26) O=c1ccn(CCc2c[nH]c3ccccc23)c2c1CCCC2
(27) Cc1sc(NC(=O)CSc2nnnn2C(C)C)c(C#N)c1C
(28) Cc1ccc(NC(=O)C2(C)CCN2C(=O)Cc2cc(F)ccc2F)cc1 (stereo not given)
(29) Cc1ccc(S(=O)(=O)CCC(=O)Nc2nnc(CC(C)C)s2)cc1
(30) Clc1cccc(/C=N/Nc2nc(Cl)nc3ccccc23)c1
screen / no.	21	22	23	24	25	26	27	28	29	30
HIF-2a inh	10	-70	8	-45	29	-1	3	2	-5	-280
KKLEB cytotox	10	-9	-6	-15	7	2	-8	-18	16	-12
TWEAK-Fn14 inh	-34	-12	2	17	4	-24	-1	11	-1	7
Shn3 inh set2	1	-10	17	24	-7	-1	·	-8	-5	-61
TROY signal inh	-9	-16	-4	48	27	1	5	-15	2	-40
NR2E3 ag-1	-8	5	24	-42	12	-1	-13	-5	6	-105
MITF TRPM1 inh	-6	4	-10	3	-6	1	5	·	7	-55
TRAIL sens C8	-2	0	-20	-7	11	-2	-6	-3	-3	20
Peg3 prom inh	18	-27	4	-39	20	-4	-1	15	11	-305
NR2E3 ag-2	0	4	0	8	-2	0	-1	·	-5	-2
CF NFkB block	-10	-21	-16	18	11	17	-1	24	8	-9

(31) C=CCN1C(=O)c2ccc(C(=O)OCC(=O)Nc3ccccc3OC)cc2C1=O
(32) CCOc1cc(/C=N/Nc2ccccc2Cl)ccc1OCC(=O)O
(33) COc1ncccc1-c1nnn(-c2ccccc2)n1
(34) CCOC(=O)CSc1nc2sc3c(c2c(=O)[nH]1)CC(C)(CC)OC3 (stereo not given)
(35) COc1ccc(-c2nc3ccc(Br)cn3c2Cc2cccc(F)c2)cc1OC
(36) COc1ccc(CCNC(=O)COC(=O)C2CCCCC2)cc1
(37) COC(=O)c1c(SCC(=O)Nc2ccc(C)c(C)c2)nc(=O)[nH]c1C
(38) CC(=O)Nc1ccc(NC(=O)c2ccc(CSc3ccccc3)o2)cc1
(39) O=C(O)c1ccc2c(=O)n3c(nc2c1)/C(=C/c1ccc(Cl)c(Cl)c1)CC3
(40) Cc1ccc(NC(=O)CN2CCc3cc4c(cc3C2)OCCCO4)cc1C
screen / no.	31	32	33	34	35	36	37	38	39	40
HIF-2a inh	7	-2	-237	9	-50	17	18	-22	10	4
KKLEB cytotox	-13	11	-20	5	-13	-3	-15	9	12	4
TWEAK-Fn14 inh	-25	-17	12	-9	-19	8	3	6	-13	-40
Shn3 inh set2	-13	-24	-158	-20	-12	19	6	21	-7	23
TROY signal inh	6	11	-45	0	-25	-2	12	0	21	-2
NR2E3 ag-1	-11	-16	-154	-45	-6	-8	-7	-8	-23	-7
MITF TRPM1 inh	5	-3	·	8	·	-8	13	-5	5	-12
TRAIL sens C8	-16	-12	22	4	-14	-4	6	4	-16	-4
Peg3 prom inh	0	-5	-293	-3	3	13	12	-13	16	11
NR2E3 ag-2	2	-2	3	6	·	-3	-1	-4	0	0
CF NFkB block	11	-11	3	8	26	-13	24	-15	8	-2

The closing four compounds of the part before come first, to join the parts.
(37) COC(=O)c1c(SCC(=O)Nc2ccc(C)c(C)c2)nc(=O)[nH]c1C
(38) CC(=O)Nc1ccc(NC(=O)c2ccc(CSc3ccccc3)o2)cc1
(39) O=C(O)c1ccc2c(=O)n3c(nc2c1)/C(=C/c1ccc(Cl)c(Cl)c1)CC3
(40) Cc1ccc(NC(=O)CN2CCc3cc4c(cc3C2)OCCCO4)cc1C
(41) COc1ccc(S(=O)(=O)N2CCOC2CNC(=O)C(=O)NCc2ccc3c(c2)OCO3)cc1 (stereo not given)
(42) NC(=O)CC[C@H](NC(=O)c1ccc(F)cc1)C(=O)OCC(=O)Nc1ccc(N2CCOCC2)cc1
(43) CN1CCN(CC(=O)N/N=C/c2ccc(F)c(F)c2)CC1
(44) Cc1ccc(S(=O)(=O)N2CCC(C(=O)OCCOc3cccc(C)c3)CC2)cc1
(45) Cc1c(CNC2CCCC(C)C2C)c(C(=O)O)c(C)n1Cc1ccccc1 (stereo not given)
(46) O=C(CCl)Nc1cn(-c2ccccc2)nc1-c1ccccc1
(47) CCCCCCC[C@H](N)[C@H](O)C(=O)N(C)[C@@H](CCS(C)=O)C(=O)N[C@@H](Cc1ccc(O)cc1)C(=O)N[C@@H](Cc1ccc(O)cc1)C(=O)O (stereo not given in full)
screen / no.	37	38	39	40	41	42	43	44	45	46	47
HIF-2a inh	18	-22	10	4	18	-8	8	3	4	-65	11
KKLEB cytotox	-15	9	12	4	-15	7	0	-1	-6	-71*	-18
TWEAK-Fn14 inh	3	6	-13	-40	-13	-21	0	-8	-1	8	11
Shn3 inh set2	6	21	-7	23	26	8	27	-23	-38	-17	-14
TROY signal inh	12	0	21	-2	-31	-10	-9	-2	11	-62	4
NR2E3 ag-1	-7	-8	-23	-7	-12	7	-7	3	-8	-36	12
MITF TRPM1 inh	13	-5	5	-12	-5	-14	-5	-1	-11	74*	5
TRAIL sens C8	6	4	-16	-4	-8	-15	4	2	-7	8	-6
Peg3 prom inh	12	-13	16	11	10	9	11	-14	4	84*	11
NR2E3 ag-2	-1	-4	0	0	0	1	1	2	0	0	6
CF NFkB block	24	-15	8	-2	33	-5	-1	-15	18	46	19

Some of the compounds tested; the hit share may differ from the screen's.
